# TLR9-MyD88 block = TLR9-MyD88 interaction inhibition; Q9NR96+Q99836; CHO BLA complementation TLR9-MyD88, CCF4 FRET ratio; inhibition, % at 4.98 µM; 0.21% of 340,000 active; AID 504734;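 active = inhibition above the mean over all tested compounds plus 3 SD, cut at about 21% in these data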;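 note: 0% = DMSO only wells and 100% = clavulanate BLA inhibitor control wells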
# MC4R antag cAMP = antagonists of human melanocortin 4 receptor (MC4R); P32245; MC4R-expressing cells, MTII-stimulated cAMP, LANCE TR-FRET; inhibition, % at 6.5 µM; 0.48% of 360,000 active;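 active = inhibition above its plate's cutoff, the mean of tested wells on that plate plus 3 SD, cut at about 29% in these data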;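 note: 0% = Melanotan II alone and 100% = Melanotan II plus saturating MCL0020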
#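 Test system: U2OS cells stably expressing human melanocortin 4 receptor (MC4R); also added: Melanotan II challenge; compound: 6.5 µM single dose; timing: 30-min compound preincubation, 1-h Melanotan II challenge, 1-h detection, room temperature; signal: Eu-cAMP/anti-cAMP TR-FRET, emission 671 nm; repeats: one well per compound, no replicates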
# NOD2 RIPK2 PPI = NOD2-RIPK2 protein interaction inhibition. O43353. CHO BLA complementation NOD2-RIPK2, CCF4 ratio. inhibition, % at 4.98 µM. 0.38% of 360,000 active. AID 624267; in the data active = inhibition above about 21%;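 note: 0% = vehicle only and 100% = reference blocker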
# SRC2 inh = human SRC2 (NCOA2) inhibition; 0.17% of 370,000 active; AID 651957; inhibition, % at 9 µM; HEK293 GAL4-SRC2 luciferase reporter, luminescence;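 active = inhibition above the mean inhibition of all tested compounds plus 3 SD, set per campaign, cut at about 52% in these data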;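 note: 0% = DMSO treated cells and 100% = cells given Gossypol at 36 µM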
# Glyco luc inh = blocks N-linked glycosylation in D54 reporter cells; D54 ERlucT glycosylation luciferase reporter, 24 h; percent of 100 nM tunicamycin response; reporter increase, % at 12.5 µM; 0.23% of 360,000 active; AID 588692;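 active = mean luciferase reporter signal, scaled so untreated is 0 and the glycosylation-blocking control 100, at or above a set limit in every replicate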;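 note: luciferase carries N-glycosylation sites so blocking glycosylation raises the light; 0% = median of neutral control wells and 100% = median of 100 nM tunicamycin wells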
# HTR2A ag = mouse HTR2A agonism via beta-arrestin recruitment | P35363 | CHO-K1 mHTR2A beta-arrestin complementation, luminescence; percent of 30 µM serotonin response | activation, % at 7.6 µM | 0.66% of 360,000 active | AID 624169;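 active = activation above a run cutoff, the mean activation of all tested compounds plus 3 SD, cut at about 14% in these data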;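 note: 0% = plate median of compound wells and 100% = 30 µM serotonin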
# ABHD5-PLIN5 inh = inhibitors of human ABHD5-perilipin-5 interaction; Q00G26+Q8WTS1; Split G. princeps luciferase complementation, luminescence, 4 h; inhibition, % at 4 µM; 0.78% of 360,000 active; AID 602281;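 active = inhibition above the mean inhibition across every tested compound plus 3 SD, cut at about 22% in these data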;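 note: 0% = DMSO only wells and the 100% control is not disclosed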
# MC4R barr agon = agonists of human melanocortin 4 receptor (MC4R) beta-arrestin | AID 540308 | P32245 | activation, % at 8.9 µM | U2OS MC4R beta-arrestin complementation, luminescence; percent of melanotan II response, DMSO zero | 0.98% of 360,000 active;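 active = activation above a per-plate cutoff, the mean activation of sample wells on that plate plus 3 SD, cut at about 8% in these data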
# Cardio protect = modulators protecting cardiomyocytes from myocardial damage. H9c2 cardiomyocytes, H2O2 injury protection, ATPLite, 2 h. protection from H2O2 cell death, % at 20 µM. 0.63% of 360,000 active. AID 588492;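 active = compounds giving at least 50% protection of heart cells from peroxide-induced death in the single-dose screen, raw or plate-pattern-corrected value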;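 note: 0% = DMSO wells with peroxide and 100% = DMSO wells without peroxide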
# ABCB6 inh 2 = inhibitors of human ABC transporter ABCB6; 0.19% of 360,000 active; K562-ABCB6 porphyrin accumulation, flow cytometry, 1 h; hits give low values; Q9NP58; AID 602162; fluorescence ratio to DMSO, % at 10 µM;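 active = fluorescence ratio to DMSO below 75%, the collection mean minus 3 SD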;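 note: signal is porphyrin accumulated inside mitochondria; 100% equals median channel fluorescence of DMSO control wells; lower ratio means ABCB6 inhibition with less porphyrin fluorescence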
# Target sequence (Q9NP58 whole entry, looked up): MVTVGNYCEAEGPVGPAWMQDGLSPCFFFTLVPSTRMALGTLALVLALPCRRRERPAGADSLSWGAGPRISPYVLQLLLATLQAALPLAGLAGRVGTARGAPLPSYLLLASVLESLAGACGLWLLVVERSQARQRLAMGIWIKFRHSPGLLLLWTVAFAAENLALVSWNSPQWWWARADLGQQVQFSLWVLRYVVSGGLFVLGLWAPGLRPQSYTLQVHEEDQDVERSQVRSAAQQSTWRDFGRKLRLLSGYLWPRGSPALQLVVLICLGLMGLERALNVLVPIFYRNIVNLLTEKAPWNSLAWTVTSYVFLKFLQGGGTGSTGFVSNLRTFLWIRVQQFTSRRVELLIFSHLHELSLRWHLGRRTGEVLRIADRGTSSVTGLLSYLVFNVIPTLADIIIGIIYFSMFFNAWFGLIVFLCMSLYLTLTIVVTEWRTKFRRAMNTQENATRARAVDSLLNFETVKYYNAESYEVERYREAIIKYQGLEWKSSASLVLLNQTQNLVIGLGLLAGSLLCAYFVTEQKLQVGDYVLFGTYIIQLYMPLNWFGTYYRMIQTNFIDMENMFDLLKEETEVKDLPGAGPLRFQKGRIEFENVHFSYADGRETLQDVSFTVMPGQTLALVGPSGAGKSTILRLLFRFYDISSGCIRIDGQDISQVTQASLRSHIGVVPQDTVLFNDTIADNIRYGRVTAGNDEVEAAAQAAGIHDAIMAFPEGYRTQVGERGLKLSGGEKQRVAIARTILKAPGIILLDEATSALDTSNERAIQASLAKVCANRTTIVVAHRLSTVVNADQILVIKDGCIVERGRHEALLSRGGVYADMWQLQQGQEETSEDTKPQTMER
# * hit, by the source's call; . = not tested or not shown. Only part of the results is shown, so the mix of outcomes need not match the whole.
SMILES,TLR9-MyD88 block,MC4R antag cAMP,NOD2 RIPK2 PPI,SRC2 inh,Glyco luc inh,HTR2A ag,ABHD5-PLIN5 inh,MC4R barr agon,Cardio protect,ABCB6 inh 2
O=C(Nc1ccc(C(=O)N2CCCCC2)cc1)C1CCC1,-1,-4,-11,-9,2,-3,-9,-1.2,9,102
Cc1ccc(NC(=O)Cn2cnc3c(oc4nc5c(cc43)COC(C)(C)C5)c2=O)cc1,-6,17,-14,-18,-1,4,3,0.4,-2,106
COc1ccc(NC(=O)C2CCCCN2CC(=O)OCc2ccccc2)cc1OC (stereo not given),-12,10,8,-2,6,-2,0,-1.3,6,87
CCSCc1nnc(SCC(=O)Nc2ccc(F)cc2)n1CC,11,8,2,2,0,2,6,-1.1,-13,101
Cc1ccccc1-c1nnc(SCc2ccccc2)o1,6,3,-8,-48,-1,-3,5,3.9,-9,98
O=C(CN1C(=O)NC2(CCOc3ccccc32)C1=O)Nc1ccc2c(c1)OCCO2 (stereo not given),-13,3,-5,4,-1,3,-2,-2.1,12,93
COC(=O)c1sccc1-c1ccc(/C=N/OC(=O)c2cccs2)o1,-7,4,-7,17,1,1,4,-0.8,2,101
Cc1ccn2c(C(=O)CSc3ccc(Cl)cc3Cl)c(C)nc2c1,-4,12,-6,.,0,6,0,0.6,-11,85
COc1ccccc1NC(=O)N(C1CCCC1)C1CCN(C(C)=O)CC1,-5,-1,-18,4,-1,4,-1,-0.6,2,92
CCN(Cc1nc(-c2ccccc2)no1)C(=O)c1ccoc1C,3,2,-9,6,-1,-8,6,-1.1,3,96
COC(=O)c1ccccc1NC(=O)CN(C)S(=O)(=O)c1ccc(OC)cc1,-6,9,-1,13,-2,-1,4,0.5,-2,106
O=C(O)c1cc(N2CCCCC2)ccn1,-3,5,1,15,1,-3,-6,-0.1,4,98
CC(C)(C)n1nnnc1C(c1ccc2ncccc2c1)N1CCC(O)CC1 (stereo not given),-9,20,-13,-9,1,0,6,-0.1,8,96
COc1ccc(Br)cc1C1Nc2cccc3cccc(c23)N1,2,1,-6,4,3,5,3,-0.6,-1,90
Cc1ccc(C2C(N)C(=O)N2c2ccc(C)cc2)cc1 (stereo not given),-7,0,-15,-2,-2,-1,-3,-0.8,-1,95
Cc1nc(OCc2ccccc2)c2sc3nc4c(cc3c2n1)COC(C)(C)C4,-5,4,-8,-20,4,9,4,-0.6,-5,93
Cc1ccc(NC(=O)NCCN2CCCCC2)cc1Cl,-7,5,-5,-25,-1,-5,2,-0.7,-2,94
Cc1noc(C)c1NC(=O)N(C)C[C@H]1Oc2c(NC(=O)Nc3ccc4c(c3)OCO4)cccc2C(=O)N([C@H](C)CO)C[C@@H]1C,12,3,-3,3,3,6,6,-1.9,-3,98
C[n+]1ccn(CC(=O)c2cc(C(C)(C)C)c(O)c(C(C)(C)C)c2)c1,1,0,6,-39,2,0,3,2.8,-2,97
O=C(CSc1nc2ccccc2c(=O)[nH]1)Nc1ccccc1C(F)(F)F,10,10,0,-20,1,2,-3,0.7,-7,93
CN(C(=O)COC(=O)c1ccc([N+](=O)[O-])cc1)c1ccccc1,-2,6,-1,-21,0,2,2,-3.9,-5,85
CC(=O)Oc1ccccc1-c1nc(C)nc(N(C)C(C)=O)n1,1,13,-5,-18,2,2,7,0.2,10,91
CCc1cccc(NC2c3ccccc3C(=O)N2c2ccc(C)cn2)c1 (stereo not given),-10,2,5,-32,-4,2,-8,0.9,-7,94
O=C(N/N=C/c1sc(N2CCOCC2)nc1-c1ccccc1)c1cccc(S(=O)(=O)N2CCOCC2)c1,11,3,1,6,1,-4,-1,-0.4,54*,101
COc1cccc(OCC(=O)N2CCC3(CC2)CC(=O)c2ccccc2O3)c1,1,8,-7,13,-2,2,13,-2.4,2,94
C[C@@]12CC(=O)NC1N(C(=O)c1cccc(C(F)(F)F)c1)C(c1ccccc1OC(=O)c1cccc(C(F)(F)F)c1)C2 (stereo not given in full),0,-2,0,-4,3,0,-2,0.8,3,100
CC1Cc2ccccc2N1C(=O)CSc1nc(-c2ccco2)cc(C(F)(F)F)n1 (stereo not given),-3,9,-7,0,-1,-1,5,0.1,-7,96
CCCc1cc(C(=O)Nc2ccc(OC)cc2[N+](=O)[O-])cs1,9,4,3,-20,2,1,-8,-2.6,-8,93
O=S(=O)(c1cccc2cccnc12)N(CCO)CCO,-5,-1,12,-30,0,-4,-2,-0.3,0,92
CCn1nc(C(=O)NNC(=O)c2ccc(OC(F)F)cc2)c2ccccc2c1=O,-9,4,-4,-7,3,2,4,-0.3,5,98
CS(=O)(=O)N(CCc1ccccc1)CC(=O)NCc1ccco1,1,16,6,-13,1,-3,3,-0.5,12,101
CN1C(=O)CC(n2c(CO)nc3ccccc32)C1=O (stereo not given),-4,7,-9,16,3,0,5,-0.9,5,93
COc1ccc(S(=O)(=O)N2CCN(C(=O)CCNC(=O)c3ccccc3Cl)CC2)cc1,2,1,-8,2,1,7,6,-0.5,1,101
O=C(c1ccccc1F)n1c2c(c3ccccc31)CCCC2,10,9,4,8,12,-16,-9,-1.8,-2,98
COc1ccc(NC(=O)c2ccc3c(c2)C(=O)N(Cc2cccnc2)C3=O)c(OC)c1,-6,6,4,-8,1,-2,-7,3.2,0,99
O=C(NC1CCN(S(=O)(=O)c2ccccc2C(F)(F)F)CC1)c1ccco1,0,12,-5,-26,2,12,1,0.4,3,104
CCN(CC)CCNC(=O)c1cccc(NC(=O)C(=O)c2cc(Br)ccc2NC(C)=O)c1,-21,7,-3,7,2,-2,4,0.8,6,96
O=C1OCC/C1=C\c1ccccc1O,-3,17,-4,5,-1,0,2,-2.0,-8,94
CCCC(=O)Nc1ccc(C(=O)NCCCn2ccnc2)cc1,-8,-2,-15,7,.,6,9,-2.9,2,91
CC(=O)Nc1ccc(OCC[n+]2cccc(C(N)=O)c2)cc1,.,-8,0,10,1,1,-1,-2.1,0,89
O=C1C2CCCN2C(c2ccccc2F)N1c1ccc(Cl)cc1 (stereo not given),8,1,4,-9,-7,10,0,-0.2,-1,98
O=c1[nH]c(Cc2ccccn2)nc2scc(-c3ccc(Cl)cc3)c12,-11,-6,-14,-1,2,2,-9,0.1,18,104
CCOc1ncccc1C(=O)OCc1cn2cc(Cl)ccc2n1,-17,5,2,-11,5,3,3,1.2,2,103
O=S(=O)(O/N=C1\CCCc2ccccc21)c1ccc(Cl)cc1,-2,-1,-8,-13,2,-1,-3,-2.1,10,92
Cc1cc(OCc2ccc(F)cc2)nc(-c2ccccc2O)n1,-34,13,-5,-7,-2,-6,-5,0.4,-5,98
COc1ccccc1CNC(=O)c1ccc(S(=O)(=O)N(C)C)cc1,-10,8,1,-6,1,7,5,-2.4,3,95
Cc1cc(NC(=O)CSc2ccc3nnc(CCNS(=O)(=O)c4ccccc4)n3n2)no1,1,4,2,0,1,7,0,-3.5,1,102
O=C(N/N=C/c1cccc([N+](=O)[O-])c1)c1nc2ccccc2c(=O)[nH]1,3,6,-4,-18,2,-4,0,-1.8,8,94
CCOc1ccc(N(C)S(=O)(=O)c2cc(-c3cc(C)no3)ccc2C)cc1,4,-2,4,12,3,-3,-5,-3.8,-13,96
COCCCNc1nccn2ccnc12,.,5,0,5,1,3,-1,-0.3,15,92
O=C1Nc2cc3c(cc2C1=O)sc1ccccc13,.,-10,-8,-10,11,-1,-3,-0.3,2,102
Cc1cccc(N2CCN(C(=O)c3ccccc3SCC(=O)N3CCCC3)CC2)c1C,-1,3,1,10,0,4,13,1.8,0,101
CC(NS(=O)(=O)c1ccc(Cl)cc1)C(=O)NCc1ccco1 (stereo not given),3,4,-15,11,0,9,17,1.4,-2,103
CCOC(=O)c1c(NC(=O)Cc2cccs2)sc(C(=O)NC2CCCC2)c1C,1,6,6,20,1,2,1,-0.9,-10,95
Cc1nc(C(=O)NCc2ccccc2)sc1C1(C)CC(c2cccnc2)=NO1 (stereo not given),-3,5,-2,24,-2,0,-8,-0.3,-7,104
Cc1nn(C)cc1CNC(=O)c1cccc(Br)c1,-7,-2,-5,-16,2,-5,-4,-1.1,-9,98
O=C1C2C3c4ccccc4C(c4ccccc43)C2C(=O)N1c1nc(-c2ccccc2)cs1 (stereo not given),5,1,-3,3,0,-5,-5,-1.4,-9,89
CCn1c(-c2nn(-c3ccccc3)ccc2=O)n[nH]c1=S,-6,14,-8,2,3,1,-12,1.6,8,105
CC(CN1CCCCC1)OC(=O)c1ccc(Cl)cc1Cl (stereo not given),5,4,3,-38,-1,-6,1,-0.6,6,98
CCOC(=O)C1CCN(C(=O)c2c(-c3c(F)cccc3Cl)noc2C)CC1,1,5,0,-36,-1,7,-1,1.6,1,103

# 2 successive compounds already listed:
SMILES,TLR9-MyD88 block,MC4R antag cAMP,NOD2 RIPK2 PPI,SRC2 inh,Glyco luc inh,HTR2A ag,ABHD5-PLIN5 inh,MC4R barr agon,Cardio protect,ABCB6 inh 2
CC(CN1CCCCC1)OC(=O)c1ccc(Cl)cc1Cl (stereo not given),5,4,3,-38,-1,-6,1,-0.6,6,98
CCOC(=O)C1CCN(C(=O)c2c(-c3c(F)cccc3Cl)noc2C)CC1,1,5,0,-36,-1,7,-1,1.6,1,103

# Other compounds follow:
SMILES,TLR9-MyD88 block,MC4R antag cAMP,NOD2 RIPK2 PPI,SRC2 inh,Glyco luc inh,HTR2A ag,ABHD5-PLIN5 inh,MC4R barr agon,Cardio protect,ABCB6 inh 2
COC(=O)C1=C(C(=O)OC)[C@@H]2N(C)c3ccccc3[C@@]23C[C@@H](C(=O)OC)N(C(=O)c2cc(C)oc2C)C3=N1,-9,4,0,.,16,7,1,0.6,-3,110
NC(=O)[C@@H]1CCCNc2c(I)cc([N+](=O)[O-])cc2C(=O)N[C@@H](CO)C(=O)N[C@@H](Cc2ccc(O)cc2)C(=O)N1,2,3,8,-9,2,1,-4,0.4,6,110
COc1cccc(C(=O)OC(C)CN2CCCC2)c1 (stereo not given),11,5,2,21,1,-3,6,1.7,4,97
O=C(CCC1CCCC1)N1CCN(S(=O)(=O)c2ccc(Br)cc2)CC1,-13,-2,3,12,-2,3,0,-0.9,-12,96
COc1ccc(CCC(=O)NCCCNC(=O)CCc2ccc(OC)cc2)cc1,-8,15,-1,-24,0,-1,5,-0.8,0,100
COc1cc(OC)cc(C(=O)N[C@H](C(=O)OCC(=O)Nc2ccc(C(C)C)cc2)C(C)C)c1,-12,7,2,-3,1,-2,-2,2.8,-5,100
O=C(NNC(=O)C1CCN(S(=O)(=O)c2ccc(Cl)cc2)CC1)c1ccc(Cl)cc1,-1,2,-2,24,.,-2,-2,-1.0,-4,90
CC1CCCN(C(=O)CNC(=O)c2cccs2)C1 (stereo not given),-10,10,-3,-48,0,-8,-2,-1.5,3,96
Brc1ccccc1-c1csnn1,-6,16,-1,4,0,8,-2,2.3,-4,99
CCCN1CCN(C(=O)CN2C(=O)COc3ccc(S(=O)(=O)N(CC)CC)cc32)CC1,3,19,0,10,-1,-5,-7,2.9,3,86

# Screening data as filed in PubChem BioAssay.
